Compound activity from PubChem BioAssay.
Myeloid diff 2: compounds promoting myeloid differentiation. 360,000 compounds, 1% hits. ER-HoxA9 myeloid progenitors, lysozyme-GFP differentiation, flow cytometry. AID 624256. calls only at 10 µM;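 active means normalized GFP-positive differentiation at or above the plate's own cutoff, the solvent-only control mean plus 3 SD; inconclusive means no clear call, values can overlap the other calls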;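 further: cells exposed to compound for four days before flow analysis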
Hep lipid drop: modulators of hepatic lipid droplet formation. AML12 mouse hepatocytes, oleate lipid droplets, BODIPY imaging. inhibition, % at 6.5 µM. 240,000 compounds, 0.4% hits. AID 1656;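 active means lipid droplet intensity inhibited by at least 50%, with more than 500 cells counted; inconclusive means wells with under 300 cells, treated as cytotoxic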
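material = mouse AML12 hepatocyte cell line, fixed after treatment | also added = 100 µM oleic acid challenge | doses = compound at 6.5 µM only | schedule = overnight exposure | technique = Image-based BODIPY and DAPI two-channel analysis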
Hep lipid drop cells 6.5 µM: recorded beside Hep lipid drop, whose call it bears; cell count; measured here: cell count, cytotoxicity flag;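 cells counted across two imaged fields per well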
Myeloid diff 2 GFP+ MAC1+ %: further read-out of Myeloid diff 2, marked with its call; GFP+ MAC1+ double positive, %; measured here: differentiation confirmed by MAC1 staining
An asterisk follows results filed as active; i = inactive; ? = inconclusive; · = no result given; + = active, no number. Some of the compounds tested; rates above refer to the full screens.

SMILES	Myeloid diff 2	Myeloid diff 2 GFP+ MAC1+ %	Hep lipid drop	Hep lipid drop cells 6.5 µM
CC(C)C[C@H]1CN([C@@H](CC(C)C)CN2CCC[C@@H]2CN2C(=O)C(=O)NC[C@@H]2Cc2ccccc2)C(=O)C(=O)N1CC1CCCCC1	i	1.4	·	·
COc1cc(CNc2ncnc3c2ncn3[C@H]2CN(Cc3ccc(-c4ccccc4)cc3)C[C@@H](CO)O2)cc(OC)c1OC	i	0.9	·	·
NC(C(=O)O)C1ON=C(Cl)C1O (centres undefined)	i	0.9	·	·
OC(c1ccccc1)c1nc(-c2csc3ccccc23)cs1 (centres undefined)	i	0.3	·	·
Nc1ncnc2c1ncn2[C@@H]1O[C@H](C(=O)N2CCC[C@@H]2C(=O)OCc2ccccc2)[C@@H](O)[C@H]1O	i	1.8	·	·
Cc1ccccc1C#CC1=CC(=O)CC(C)(C)C1	i	0.8	·	·
CCN(CC)C(=O)C1=C(C)N(CCC2=CCCCC2)C(=O)C(CC(=O)NCCc2ccccn2)C1 (centres undefined)	i	0.3	·	·
Cc1cccc[n+]1CC(=O)c1ccc([N+](=O)[O-])cc1	i	0.5	·	·
CCCCNC(=O)c1nc(C2CCN(S(=O)(=O)c3c(F)cccc3F)CC2)oc1-c1cccc(C(F)(F)F)c1	i	1.0	·	·
Cc1ccc(S(=O)(=O)N2CCC(C(=O)OCC(=O)N(Cc3ccccc3)C(C)C)CC2)cc1C	i	1.1	·	·
CCOc1ccc(CCNC(=O)COC(=O)c2n[nH]c3ccccc23)cc1OCC	i	0.3	·	·
COCCN(CCOC)Cc1cc(=O)oc2ccc3ccccc3c12	i	1.0	·	·
CC(=O)c1cc2c(cc1C)CCCC2(C)C	i	0.4	·	·
Cn1ccc2c(-c3ccc(CO)cc3)cc3c(c21)C1CCC3O1 (centres undefined)	i	0.3	·	·
O=S(=O)(O)c1cc(O)c2ccc(Nc3ccccc3)cc2c1	i	0.4	·	·
C[C@H](CO)N1C[C@H](C)[C@H](CN(C)C(=O)NC2CCCCC2)Oc2cc(-c3cccnc3)ccc2S1(=O)=O	i	0.2	·	·
COc1ccc(C=CC(=O)c2ccc(OC)c(OC)c2)cc1O	i	0.8	·	·
CCN1CCN(c2ccc(S(=O)(=O)N3CCOCC3)cc2NC(=O)CC(NC(C)=O)c2ccccc2)CC1 (centres undefined)	i	0.3	·	·
OC(COc1ccccc1)CN1CCCCC1 (centres undefined)	i	0.8	·	·
CC(=O)c1cccc(NC(=O)CCC(=O)c2ccc(F)cc2)c1	i	0.2	16	853
O=C(O)C(c1ccccc1)N1C(=O)/C(=C\c2ccc(-c3ccc(Br)cc3)o2)SC1=S (centres undefined)	+	5.7*	-17	806
Cc1cccc(NS(=O)(=O)c2nnc(NC(=O)CC(C)C)s2)c1	i	0.2	-5	825
COc1ccccc1OCc1nnc(SCC(=O)N2CCCCC2)o1	i	1.3	14	782
C/C(=N/NC(=O)c1ccc(Cn2cccn2)o1)c1cccc(NC(=O)c2ccncc2)c1	i	0.8	0	889
COCc1cc(CNC(=O)C2CCC(=O)N(Cc3cccc(OC)c3)C2)[nH]n1 (centres undefined)	i	2.6	0	849
COc1ccc(Cl)cc1-n1c(=S)sc2c(=O)[nH]c(SCC(=O)NCCC(C)C)nc21	i	0.7	8	784
COC(=O)C1=C(C)N(Cc2ccccc2)C(=NCc2cccc(C(F)(F)F)c2)N[C@H]1c1cccc(F)c1	?	·	-3	787
Clc1cccc(CNc2nc(-c3cccnc3)nc3ccccc23)c1	i	0.2	2	729
Cc1cccc(C)c1Nc1ncnc2ccccc12	i	0.4	-3	826
COC(=O)/C(C#N)=C/c1c(N2CCN(c3ccccc3)CC2)nc2c(C)cccn2c1=O	i	0.6	34	812
COc1cc(OC)c(OC)cc1/C=C1\CCC/C(=C\c2cc(OC)c(OC)cc2OC)C1=O	i	1.2	-2	800
CC(=O)C12CCCCC1CC1[C@@H]3CC(C)C4=CC(=O)CC[C@]4(C)C3CC[C@@]12C (some centres undefined)	i	0.0	-48	720
Cc1cc(C)n(CC(C)NC(=O)c2cc(COc3ccc(F)c(F)c3)on2)n1 (centres undefined)	i	1.4	-6	642
COC(=O)Cn1c2ccc(C)cc2c2nc3ccccc3nc21	i	0.7	22	816
Cc1ccc(C23CC4CC(CC(C(=O)NCC(=O)O)(C4)C2)C3)cc1	i	0.4	1	793
COC(=O)CCC(C)N1CCC(Oc2ccc(C(=O)NCc3ccccn3)cc2)CC1 (centres undefined)	i	1.9	-1	675
CC(C)c1cc(C(=O)N2CCCC(N3CCN(c4ccc(F)cc4)CC3)C2)n(C)n1 (centres undefined)	i	0.8	15	718
CCc1cc2c(=O)c(-c3nc4ccccc4n3C)coc2c(CN2CCCCC2)c1O	i	0.4	0	814
COc1cccc(OC)c1NC(=O)C1CCCN1C(=O)Nc1ccccc1F (centres undefined)	i	1.3	-3	725
COc1ccc(C(=O)N/N=C/C(=O)c2ccccc2)cc1	i	2.3	4	852
Cn1c2ccc(F)cc2c2nnc(SCCN3CCOCC3)nc21	i	0.4	-5	813
COc1nc2ccccc2nc1N1CCN(Cc2ccc3c(c2)OCO3)CC1	i	0.9	-22	807
COc1ccc(CCN2CCCn3c2nc2c3c(=O)n(C)c(=O)n2C)cc1OC	i	0.3	0	777
CN(C)CCNc1nc2sc3c(c2c(=O)n1Cc1ccccc1)CCCCC3	i	0.5	-6	819
CCn1cc(/C=C(\NC(=O)c2ccc(OC)cc2)C(=O)N2CCN(C)CC2)c2ccccc21	i	0.8	-11	683
CC1CN(C(=O)c2cc(S(=O)(=O)N3CCCC3)ccc2Cl)CC(C)O1 (centres undefined)	i	0.0	-2	847
COc1cc(/C=C/CN2CCC(Oc3ccc(C(=O)N4CCCC4)cc3)CC2)ccc1O	i	1.6	-1	629
COc1cccc(C(=O)Nc2ccc(NC(=O)C3CCCCC3)nc2)c1	i	1.5	7	790
CN(Cc1ccon1)C(=O)CC1C(=O)NCCN1Cc1ccccc1C(F)(F)F (centres undefined)	i	0.3	-1	643
COc1ccc(S(=O)(=O)N2CCN(Cc3cccnc3)CC2)cc1	i	2.9	18	866
Cc1ccc(S(=O)(=O)NCC(c2ccccc2)N2CCN(c3ccc(F)cc3)CC2)cc1 (centres undefined)	i	0.0	-10	689
CN(Cc1ccccc1Cl)C(=O)C1CCC(=O)N(C2CCCCCC2)C1 (centres undefined)	i	0.4	-20	713
CN(C)N1C(N)=C(C#N)C(c2cccc([N+](=O)[O-])c2)C2=C1CC(C)(C)CC2=O (centres undefined)	i	0.5	-1	797
COc1ccc(NC(=O)c2ccco2)cc1NC(=O)c1ccccc1	i	2.1	-3	768
COc1ccc(N2CCN(C(=O)c3ccc(COc4ccc([N+](=O)[O-])cc4)o3)CC2)cc1	i	1.8	11	920
Cc1cccc(CCN(C(=O)c2snc(C(N)=O)c2N)C(C(=O)NCC2CCCO2)c2ccc(F)cc2)c1 (centres undefined)	i	4.0	-11	770
COc1cc(C2/C(=C(\O)c3ccc4c(c3)CC(C)O4)C(=O)C(=O)N2CC2CCCO2)cc(OC)c1OC (centres undefined)	i	2.2	4	834
COc1ccc(-n2c(CN3CCN(c4ccccc4OC)CC3)nc3ccc([N+](=O)[O-])cc3c2=O)c(OC)c1	i	0.3	6	825
CCN(CC)S(=O)(=O)c1ccc(NC(=S)NC(=O)C2CCC2)cc1	i	1.0	-2	867
COc1cc2nc(NC(=O)c3ccccc3)sc(=O)c2cc1OC	i	1.6	29	741
(further entries)
SMILES	Myeloid diff 2	Myeloid diff 2 GFP+ MAC1+ %	Hep lipid drop	Hep lipid drop cells 6.5 µM
O=C(O)c1ccccc1NC1CCCCC1NS(=O)(=O)c1ccccc1 (centres undefined)	i	0.0	-1	637
O=C(Nc1ccc2c(c1)CCC2)c1ncoc1-c1ccccc1F	i	1.3	10	754
O=C(Nc1ccnn1C1CCN(Cc2ccc(F)cc2)CC1)C1CC1	i	0.0	-45	874
Cn1cc(Cl)c(C(=O)OCC(=O)Nc2ccc(S(N)(=O)=O)cc2)n1	i	1.2	-1	734
CCCCC(c1nnnn1CS(=O)(=O)c1ccc(C)cc1)N1CCC(C(N)=O)CC1 (centres undefined)	i	0.3	-4	809
CCn1cc(CNC(=O)C2CCC(=O)N(CCc3cccc(F)c3)C2)cn1 (centres undefined)	?	·	-2	834
CCN1C(=O)/C(=C2\SC(N3CCOCC3)=NC2=O)c2ccccc21	i	0.2	18	780
O=C(NC(=S)Nc1ccc(CN2CCOCC2)cc1)c1cccc(F)c1	i	5.2	24	844
CCN(CC1CCCO1)C(=O)c1cc(COc2cc(C)c(Cl)c(C)c2)on1 (centres undefined)	i	0.4	-13	649
Cc1cnc(CNC(=O)C2CCC(=O)N(CCc3ccc(Cl)cc3)C2)cn1 (centres undefined)	?	·	-1	660
CC(=O)NC(Cc1cccc(C)c1)C(=O)NC1CCN(C(=O)NCc2ccccc2)CC1 (centres undefined)	i	0.8	18	765
COc1ccc(N2CCN(C(=O)c3cccc(NS(=O)(=O)c4cccc(F)c4)c3)CC2)cc1	i	4.8	-17	823
CCOC(=O)Cn1c(=O)n(Cc2ccc(C)cc2)c(=O)c2cccnc21	i	1.0	15	636
COc1ccc(CNC(=O)CS(=O)(=O)Cc2nc(-c3ccc(OC)cc3)oc2C)cc1	i	1.8	-20	766
COc1ccccc1CSc1nc2c(c(=O)n(C)c(=O)n2C)n1C	i	0.6	-28	839
COc1cc(CCC(=O)N2CCN(c3ccc([N+](=O)[O-])cc3)CC2)cc(OC)c1OC	i	0.8	-32	745

Grouped by structure, those above with fluorine
SMILES	Myeloid diff 2	Myeloid diff 2 GFP+ MAC1+ %	Hep lipid drop	Hep lipid drop cells 6.5 µM
CCCCNC(=O)c1nc(C2CCN(S(=O)(=O)c3c(F)cccc3F)CC2)oc1-c1cccc(C(F)(F)F)c1	i	1.0	·	·
CC(=O)c1cccc(NC(=O)CCC(=O)c2ccc(F)cc2)c1	i	0.2	16	853
COC(=O)C1=C(C)N(Cc2ccccc2)C(=NCc2cccc(C(F)(F)F)c2)N[C@H]1c1cccc(F)c1	?	·	-3	787
Cc1cc(C)n(CC(C)NC(=O)c2cc(COc3ccc(F)c(F)c3)on2)n1 (centres undefined)	i	1.4	-6	642
CC(C)c1cc(C(=O)N2CCCC(N3CCN(c4ccc(F)cc4)CC3)C2)n(C)n1 (centres undefined)	i	0.8	15	718
COc1cccc(OC)c1NC(=O)C1CCCN1C(=O)Nc1ccccc1F (centres undefined)	i	1.3	-3	725
Cn1c2ccc(F)cc2c2nnc(SCCN3CCOCC3)nc21	i	0.4	-5	813
CN(Cc1ccon1)C(=O)CC1C(=O)NCCN1Cc1ccccc1C(F)(F)F (centres undefined)	i	0.3	-1	643
Cc1ccc(S(=O)(=O)NCC(c2ccccc2)N2CCN(c3ccc(F)cc3)CC2)cc1 (centres undefined)	i	0.0	-10	689
Cc1cccc(CCN(C(=O)c2snc(C(N)=O)c2N)C(C(=O)NCC2CCCO2)c2ccc(F)cc2)c1 (centres undefined)	i	4.0	-11	770
O=C(Nc1ccc2c(c1)CCC2)c1ncoc1-c1ccccc1F	i	1.3	10	754
O=C(Nc1ccnn1C1CCN(Cc2ccc(F)cc2)CC1)C1CC1	i	0.0	-45	874
CCn1cc(CNC(=O)C2CCC(=O)N(CCc3cccc(F)c3)C2)cn1 (centres undefined)	?	·	-2	834
O=C(NC(=S)Nc1ccc(CN2CCOCC2)cc1)c1cccc(F)c1	i	5.2	24	844
COc1ccc(N2CCN(C(=O)c3cccc(NS(=O)(=O)c4cccc(F)c4)c3)CC2)cc1	i	4.8	-17	823

Some of these compounds in order of molar mass, lowest first:
SMILES	Myeloid diff 2	Myeloid diff 2 GFP+ MAC1+ %	Hep lipid drop	Hep lipid drop cells 6.5 µM
O=C(Nc1ccc2c(c1)CCC2)c1ncoc1-c1ccccc1F	i	1.3	10	754
CCN1C(=O)/C(=C2\SC(N3CCOCC3)=NC2=O)c2ccccc21	i	0.2	18	780
CCOC(=O)Cn1c(=O)n(Cc2ccc(C)cc2)c(=O)c2cccnc21	i	1.0	15	636
